Bioassay records deposited in PubChem by National Center for Advancing Translational Sciences (NCATS).
DNA Pol III inh: DNA polymerase III holoenzyme inhibition; reconstituted DNA polymerase III holoenzyme replication, biochemical; Potency, µM (top dose mostly 57.1 µM), for the others: at the highest dose activity change, negative = inhibition; actives 0.25% (n = 71,000); further: potency means the concentration at half of the fitted maximal effect; on the % scale 0 is the no-effect control and ±100 the full control effect
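Reconstituted *E. coli* holoenzyme (0.35 nM Pol III, 1 nM beta, 154 nM SSB, 2 nM primase) was preincubated with compound for 15 min at RT. Synthesis on 1.4 nM ssM13Gori ran 35 min, then was stopped with PicoGreen/EDTA and read as dsDNA fluorescence.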
Epigenetic mod: epigenetic modulators derepressing GFP locus in mouse cells; mouse C127i GFP locus derepression, cytometry, 30 h; Potency, µM (titrated, usually from 46.1 µM), without a hit: at the highest dose GFP derepression (activation); actives 0.09% (n = 68,000); further: % of control where 0% means no effect
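Read-out is the number of GFP-positive cells, scored as fluorescent objects 20 to 120 um wide, reflecting derepression of a silenced CMV-GFP reporter in murine C127i cells after 30 h compound exposure at 37 C.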
Rhodamine autofl: compound fluoresces in the rhodamine spectral region; AID 594; max dye-equivalent concentration, M; Rhodamine-region fluorescence, 547/598 nm, Tris buffer; active compounds read high; actives 0.05% (n = 59,000); in the data active means max dye-equivalent concentration above about 11 nM; inconclusive means between about 1.1 nM and that limit
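Intrinsic compound fluorescence, ex 547 / em 598 nm, CCD imager. Tris 100 mM pH 8.0; 15 min RT. Output = rhodamine dye-equivalent concentration at each compound concentration.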
Ub-GFP proteasome: ubiquitin-GFP accumulation via proteasome inhibition. 67,000 tested, under 10 active. Potency, µM (top dose mostly 45.9 µM), inactives show at the highest dose activation (GFP accumulation), usual class: activators. Ubiquitin-GFP reporter cells, proteasome inhibition, GFP fluorescence; response scale: untreated = 0%, 10 µM MG-132 = 100%; active means well fitted activation curve with a large enough effect, not every such curve was filed as active; inconclusive means small, poorly fitted or top-dose-only effect, or another doubt; inactive means no such curve, though single readings can be large or run the other way; further: potency means the concentration at half of the fitted maximal effect
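U2OS cells expressing ubiquitin(G76V)-GFP, seeded overnight in 0.5% FBS medium, then treated 4 hr at 37 C across 46 uM to 2.9 nM. GFP-positive cells counted by laser cytometry (488 ex/515 em); %activity scaled between basal and 10 uM MG-132.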
Hsp90 Hop PPI: changes Hsp90-Hop TPR2A binding signal, up or down; AlphaScreen TPR2A-His6 binding biotin-Hsp90 C-terminal peptide; Potency, µM (titrated, usually from 57 µM), inactives show at the highest dose activity change, negative = inhibition; actives 0.44% (n = 71,000); active means well fitted curve in either direction with a large enough effect; inconclusive means small, poorly fitted or top-dose-only effect, or another doubt; further: potency means the concentration at half of the fitted maximal effect; on the % scale 0 is the no-effect control and ±100 the full control effect; many of its hits are not listed in these tables
ALOX15 inhib: inhibitors of human 15-lipoxygenase (ALOX15) | purified 15hLO-1, xylenol orange hydroperoxide absorbance | Potency, µM (series often up to 57.1 µM), for inactives: at the highest dose activity change, negative = inhibition, most hits filed as inhibitors | actives 1.4% (n = 74,000) | AID 887; further: potency means the concentration at half of the fitted maximal effect; on the % scale 0 is the no-effect control and ±100 the full control effect; nearly all actives have a fitted effect of over 55% in size
Target sequence (P16050 whole entry, looked up): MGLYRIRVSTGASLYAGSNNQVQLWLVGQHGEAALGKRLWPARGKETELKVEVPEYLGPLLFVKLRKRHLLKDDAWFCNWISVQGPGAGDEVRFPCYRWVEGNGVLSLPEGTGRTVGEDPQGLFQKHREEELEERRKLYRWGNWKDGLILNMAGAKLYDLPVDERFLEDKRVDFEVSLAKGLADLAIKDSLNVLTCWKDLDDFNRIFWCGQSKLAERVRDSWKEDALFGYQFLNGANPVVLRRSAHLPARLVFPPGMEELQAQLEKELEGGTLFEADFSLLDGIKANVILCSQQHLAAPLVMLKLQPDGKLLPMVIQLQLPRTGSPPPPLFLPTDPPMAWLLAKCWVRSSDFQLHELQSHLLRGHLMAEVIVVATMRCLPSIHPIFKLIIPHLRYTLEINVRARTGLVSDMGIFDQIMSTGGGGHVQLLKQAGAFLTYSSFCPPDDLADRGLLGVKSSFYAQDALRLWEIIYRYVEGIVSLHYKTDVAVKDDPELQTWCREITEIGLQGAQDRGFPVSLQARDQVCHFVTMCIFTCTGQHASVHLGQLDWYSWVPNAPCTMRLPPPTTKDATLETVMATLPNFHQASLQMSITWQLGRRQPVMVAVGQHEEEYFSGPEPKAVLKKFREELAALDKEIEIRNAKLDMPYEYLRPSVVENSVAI
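Purified human 15hLO-1 (40 nM) in 25 mM Hepes pH 7.5, 0.01% Triton X-100, preincubated 15 min RT with compound, then 50 uM arachidonic acid for 6 min. Hydroperoxide read by ferrous/xylenol orange, 30 min; 573/405 nm absorbance ratio gave progress.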
HBB splicing: hemoglobin beta splicing modulation. actives 0.06% (n = 65,000). Potency, µM (top dose mostly 46.1 µM), inactives show at the highest dose activation, hits mostly activators. HBB splicing reporter cell assay, activation; EGFP reporter with mutant IVS2-654 intron; response scale: normalised to 500 nM splice-correcting PNA; further: potency means the concentration at half of the fitted maximal effect; 0% is about no effect
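HeLa cells stably expressing EGFP interrupted by mutant beta-globin intron 2 (IVS2-654), 500/well in 2% FCS. Treated with compound for 2 days at 37C. Splicing correction scored as total well GFP intensity (488 nm excitation, 500-520 nm emission); 500 nM antisense PNA served as control.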
Fluorescein autfl: fluorescein region autofluorescence; Compound autofluorescence, 480/540 nm, fluorescein-equivalent; active compounds read high; max fluorescein-equivalent concentration, M; actives 0.91% (n = 59,000); AID 593; in the data active means max fluorescein-equivalent concentration above about 10 nM; inconclusive means between about 1.1 nM and that limit
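Normalized response (dye-equivalent concentration) derives from comparing each well's 540 nm emission, under 480 nm excitation, with plate-resident fluorescein standards. Compounds were held in 100 mM Tris, pH 8.0, for 15 min at room temperature.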
Texas Red fluor: Texas Red region autofluorescence; actives 0.06% (n = 59,000); Compound fluorescence, Texas Red channel, 547/618 nm; active compounds read high; max dye-equivalent concentration, M; in the data active means max dye-equivalent concentration above about 10 nM; inconclusive means between about 1.1 nM and that limit
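Compound titrations in 100 mM Tris pH 8.0 were incubated 15 min at room temperature and read at 547 nm excitation / 618 nm emission. Texas Red six-point standard curve on each plate converted fluorescence to dye-equivalent concentration.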
HADH2 inhib: blocks human hydroxyacyl-CoA dehydrogenase type II; Q99714; recombinant HADH2, NADH fluorescence, beta-hydroxybutyryl-CoA; Potency, µM (highest dose often 57.1 µM), without a hit: at the top dose activity change, negative = inhibition, actives largely listed as inhibitors; actives 3.4% (n = 73,000); further: potency means the concentration at half of the fitted maximal effect; on the % scale 0 is the no-effect control and ±100 the full control effect; nearly all actives have a fitted effect of over 60% in size; many of its hits are not listed in these tables
Target sequence (Q99714 whole entry, looked up, one chain of several): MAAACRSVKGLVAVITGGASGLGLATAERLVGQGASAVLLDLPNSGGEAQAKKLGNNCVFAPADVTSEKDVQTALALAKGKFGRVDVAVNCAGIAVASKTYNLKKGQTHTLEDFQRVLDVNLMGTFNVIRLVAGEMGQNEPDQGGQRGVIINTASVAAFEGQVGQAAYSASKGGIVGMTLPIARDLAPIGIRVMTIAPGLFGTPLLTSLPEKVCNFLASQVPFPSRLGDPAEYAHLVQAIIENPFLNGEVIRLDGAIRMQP
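20 nM HADH2 + cpd, 15 min RT; add 1 mM NAD+/90 uM beta-hydroxybutyryl-CoA; kinetic fluorescence 360/450 nm, 4 min. Tris-HCl pH 9.0, 0.01% Tween-20.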
4-MU autofl: 4-MU region autofluorescence | compound autofluorescence, 340/450 nm, 4-MU equivalents; active compounds read high | max dye-equivalent concentration, M | actives 11% (n = 59,000); in the data active means max dye-equivalent concentration above about 10 nM; inconclusive means mostly about 1.1 nM to 9.6 nM
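Compounds in 100 mM Tris, pH 8.0, sat 15 min at room temperature before fluorescence was read at 340 nm excitation/450 nm emission; a per-plate six-point 4-MU standard curve converted signals to dye-equivalent concentration at each compound concentration.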
The depositor's hits bear a star; i = inactive; ? = inconclusive; . = no result given; ! = repeats disagree; [ ] = remark or other dose. Unless noted, the call rests on the fitted dose curve; in most records, active means well fitted curve in the direction sought with a large enough effect; inconclusive means small, poorly fitted or top-dose-only effect, or another doubt; inactive means no such curve, though single readings can be large; an effect the other way counts as inactive or inconclusive. A portion of the library, so the mix of outcomes need not match the whole.

SMILES	DNA Pol III inh	Epigenetic mod	Rhodamine autofl	Ub-GFP proteasome	Hsp90 Hop PPI	ALOX15 inhib	HBB splicing	Fluorescein autfl	Texas Red fluor	HADH2 inhib	4-MU autofl
O=C(Nc1nc(-c2ccccn2)cs1)C1COc2ccccc2O1 (stereo unspecified)	-1.4%	.	.	7.5%	15.8µM*	39.7%[activator]	-0.7%	.	.	2.4%	.
Cc1cccc(NCc2ccccc2O)n1	-4.0%	2.3%	i	-6.0%	-2.7%	-0.3%	.	i	i	?	i
CC(C)(C)c1cc(/C=C(\C#N)C(N)=S)cc(C(C)(C)C)c1O	-3.7%	2.2%	i	3.5%	?	?	1.2%	2.76e-08M*	i	12.6µM*	i
COC(=O)COc1ccc(S(=O)(=O)N2CCOCC2)cc1C	1.9%	8.1%	i	-7.5%	-6.7%	2.0%	-0.2%	i	?	-0.4%	i
CCOC(=O)c1cnn(-c2nc(SC)nc3sc4c(c23)CCC4)c1N	-2.3%	0.0%	i	-3.1%	-4.4%	-10.1%	-0.7%	?	i	-6.4%	i
Cc1cccc2cc(CN(CCCO)C(=O)Nc3ccccc3Cl)c(=O)[nH]c12	-2.0%	5.2%	i	-0.1%	-4.3%	-6.9%	-1.7%	?	?	-10.7%	i
O=C(Cn1nnc(-c2ccncc2)n1)N1CCc2ccccc21	-2.0%	?	i	1.1%	-2.8%	-8.9%	-2.1%	?	?	2.4%	i
CCOC(=O)N1CCN(C(=O)CCNS(=O)(=O)c2cc(Br)cnc2N)CC1	-3.0%	-3.8%	i	-5.5%	-0.3%	6.1%	-1.9%	i	i	4.3%	1.86e-08M*
O=C(CCCN1C(=O)c2cccnc2C1=O)N1CC(=O)N(CCc2ccccc2)C(=O)C1	0.2%	0.4%	i	-2.7%	-14.4%	2.2%	-0.9%	i	i	6.9%	i
Cc1cc(N(C)C)cc(C)[n+]1[O-]	-2.0%	-2.2%	.	1.8%	0.1%	7.6%	-0.9%[9.22 µM]	.	.	1.6%	.
COc1ccc(C(=O)NC(=O)Nc2cc(C)ccn2)cc1	-5.4%	1.2%	i	-3.4%	-1.5%	3.2%	2.4%	?	?	0.3%	i
CC(C)OCCCNC(=O)C1CCN(S(=O)(=O)N2CCCCC2)CC1	-7.1%	2.6%	i	-2.6%	1.2%	4.5%	0.9%[57.5 µM]	i	?	10.0%	i
COc1ccccc1CNC(=O)C1CCN(S(C)(=O)=O)CC1	-5.5%	-2.9%	i	3.7%	-4.5%	-2.6%	0.1%	?	i	-3.0%	i
O[C@@H](c1cc(-c2ccccc2)nc2c1ccc1ccccc12)[C@@H]1CCCCN1	-8.5%[11.4 µM]	2.4%[9.22 µM]	i	0.4%[9.17 µM]	?	2.2%[11.4 µM]	-0.3%[9.22 µM]	?	i	22.2%[11.4 µM]	2.54e-08M*
N#CC(C(=O)NCc1ccccc1)c1nc2ccccc2nc1N1CCCC1 (stereo unspecified)	3.7%	?	i	12.4%	0.3%	-1.1%	10µM*	3.86e-07M*	i	7.5%	2.13e-08M*
COC(=O)Cc1cc(=O)n(-c2ccccc2)[nH]1	-0.9%	2.7%	i	7.5%	-5.5%	1.8%	1.2%	i	i	-6.8%	i
COc1cccc(CSc2nc3sc(C)c(C)c3c(=O)n2Cc2ccco2)c1	-3.4%	0.4%	i	-6.6%	?	-1.4%	0.5%[57.5 µM]	i	i	12.0%	i
CCSC(N)=Nc1ccc(C(F)(F)F)cc1	-4.1%	-0.6%	i	-3.3%	?	?	2.6%	?	i	-6.9%	i
CCCCNc1cc(C)oc(=O)c1C(C)=O	-2.9%	0.0%	i	-6.6%	-2.3%	-7.1%	0.1%	i	i	10.1%	i
CNCCCC1c2ccccc2C=Cc2ccccc21	2.4%[25.6 µM]	-3.8%[20.6 µM]	i	8.2%[20.5 µM]	-2.0%[26 µM]	-5.3%[25.6 µM]	-0.9%[20.6 µM]	?	?	-2.6%[25.6 µM]	6.12e-08M*!

Compounds shown so far that have a halogen, in the order listed:
SMILES	DNA Pol III inh	Epigenetic mod	Rhodamine autofl	Ub-GFP proteasome	Hsp90 Hop PPI	ALOX15 inhib	HBB splicing	Fluorescein autfl	Texas Red fluor	HADH2 inhib	4-MU autofl
Cc1cccc2cc(CN(CCCO)C(=O)Nc3ccccc3Cl)c(=O)[nH]c12	-2.0%	5.2%	i	-0.1%	-4.3%	-6.9%	-1.7%	?	?	-10.7%	i
CCOC(=O)N1CCN(C(=O)CCNS(=O)(=O)c2cc(Br)cnc2N)CC1	-3.0%	-3.8%	i	-5.5%	-0.3%	6.1%	-1.9%	i	i	4.3%	1.86e-08M*
CCSC(N)=Nc1ccc(C(F)(F)F)cc1	-4.1%	-0.6%	i	-3.3%	?	?	2.6%	?	i	-6.9%	i

(listing goes on)
SMILES	DNA Pol III inh	Epigenetic mod	Rhodamine autofl	Ub-GFP proteasome	Hsp90 Hop PPI	ALOX15 inhib	HBB splicing	Fluorescein autfl	Texas Red fluor	HADH2 inhib	4-MU autofl
COc1ccc(C(=O)c2oc3ccccc3c2N)cc1	-0.4%	-2.0%	i	1.4%	16.0%	-21.6%	0.1%	i	?	1.8%	?
O=C(c1cc2ccccc2oc1=O)N1CCCC1	-8.2%	2.6%	i	-5.1%	0.9%	3.0%	1.1%	i	?	-1.5%	i
Cc1cc(C)c(Cn2c(=O)n(CCCC(=O)NCc3ccco3)c(=O)c3ccccc32)c(C)c1	-0.4%	-1.2%	i	12.3%	-1.7%	-29.8%	-2.9%	?	i	5.9%	i
Cc1nc(NCc2ccc3c(c2)OCO3)c2nnn(Cc3ccccc3)c2n1	-3.8%	0.1%	i	4.4%	-5.7%	-6.7%	.	i	i	23.5%	i
OC[C@@H]1O[C@@H](n2cnc3cncnc32)[C@@H](O)[C@H]1O	-6.1%	-1.1%	i	4.5%	0.3%	-4.8%	0.7%	?	?	0.2%	i
COc1cccc(NC(=O)c2cccnc2)c1	-4.4%	1.9%	.	18.3%	?	9.7%	0.2%[9.22 µM]	.	.	13.2%	.
COC(=O)c1cccc(CSc2nnc(C)s2)c1	-5.6%	-1.3%	i	-4.6%	?	-5.0%	0.7%	i	i	-13.4%	i
COC(=O)c1sc(N)c(C(=O)OC)c1CSc1nnnn1C	-4.4%	-1.3%	i	3.6%	-2.4%	-3.1%	-0.9%	?	?	-6.4%	i
CCOC(=O)N1CCN(C(=O)C2CCN(S(=O)(=O)c3ccc(Br)s3)CC2)CC1	-3.0%	4.1%	i	-6.5%	-0.2%	-7.2%	-1.3%	?	i	-2.5%	i
COc1ccccc1N(CC(=O)NCc1ccccn1)S(C)(=O)=O	-7.1%	0.0%	.	-1.4%	-23.3%	16.9%	-0.5%[9.22 µM]	.	.	-28.8%	.
COc1ccc(NC(=O)N2CCN(c3cccc(C(F)(F)F)c3)CC2)cc1	0.1%	-3.2%	i	-1.0%	-1.8%	-1.8%	-0.2%	i	i	46.4%[activator]	i
Cc1nc(SCN2C(=O)c3ccccc3C2=O)n[nH]1	3.1%[11.4 µM]	-1.6%	.	-10.8%[9.17 µM]	-6.8%[11 µM]	2.6%[11.4 µM]	-0.9%[0.0738 µM]	.	.	?	.
COc1ccc(NC(=O)c2cc(-c3ccc(O)cc3)on2)cc1OC	-3.4%	8.8%	.	18.9%	-3.5%	-3.8%	-0.4%	.	.	?	.
Cc1ccc(CN2C(=O)CCC2C(=O)NCCCN2CCC(C)CC2)cc1 (stereo unspecified)	-6.3%	3.2%	i	20.2%	-5.0%	-6.8%	-1.4%	i	i	1.3%	i
CCS(=O)(=O)c1nc2ccccc2n1CC(=O)N1CCCCC1	-4.0%	3.2%	i	-11.6%	-1.9%	8.5%	-1.1%	i	i	3.7%	i
O=c1c[n+](CCCC[n+]2cc(=O)o[nH]2)[nH]o1	-3.9%[11.4 µM]	4.4%[9.22 µM]	i	-8.1%[9.17 µM]	0.9%[11 µM]	-2.1%[11.4 µM]	5.5%[9.22 µM]	?	i	-4.6%[11.4 µM]	i
O=C(Oc1cccnc1)c1cccc(Cl)c1	-3.6%	-2.2%	.	-6.8%	-1.4%	?	-0.1%[9.22 µM]	.	.	-6.5%	.
